Assay outcomes: PubChem BioAssay, National Center for Advancing Translational Sciences (NCATS)
APE1 inh: qHTS Assay for Inhibitors of the Human Apurinic/apyrimidinic Endonuclease 1 (APE1). recombinant APE1, TAMRA/BHQ-2 abasic DNA cleavage fluorescence. 0.35% of 350,000 active. AID 2517, 2012. Potency, µM (top dose mostly 65.8 µM), for the others: at the highest dose activity change, negative = inhibition, actives largely listed as inhibitors;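 further: potency means the concentration at half of the fitted maximal effect; plate controls were vehicle for no effect and reference inhibitor for full effect; nearly all actives have a fitted effect of over 55% in size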
Target sequence (P27695 whole entry, looked up): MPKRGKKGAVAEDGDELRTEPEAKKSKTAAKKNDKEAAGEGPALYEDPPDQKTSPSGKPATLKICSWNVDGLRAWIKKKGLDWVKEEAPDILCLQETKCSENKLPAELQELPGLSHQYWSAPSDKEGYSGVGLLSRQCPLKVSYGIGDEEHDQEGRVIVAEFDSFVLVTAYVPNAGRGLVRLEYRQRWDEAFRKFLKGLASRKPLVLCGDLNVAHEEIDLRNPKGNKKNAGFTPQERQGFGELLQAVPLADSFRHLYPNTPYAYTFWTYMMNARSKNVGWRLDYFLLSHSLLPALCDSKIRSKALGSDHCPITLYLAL
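Quantitative HTS: incision of a TAMRA/BHQ-2 double-stranded substrate bearing a tetrahydrofuran abasic site by 0.75 nM APE1 raises fluorescence. Substrate 50 nM final, added after 15 min compound preincubation at room temperature; progress as third-minus-first kinetic read difference.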
ERG Ets-DNA blk: qHTS for Small Molecule Inhibitors of the ERG Ets/DNA interaction; Transcriptional regulator ERG (Homo sapiens), P11308; 0.028% of 370,000 active; fluorescence polarization, His-ERG Ets domain / labelled DNA; Potency, µM (top dose mostly 76.9 µM), for the others: at the top dose FP activity, negative = inhibition, actives largely listed as inhibitors; active means well fitted inhibition curve with a large enough effect in the polarisation, with a control signal flat; inconclusive means small, poorly fitted or top-dose-only effect, or effect the other way, or a change in a side signal; inactive means no such curve, though single readings can be large or run the other way; the % refers to the polarisation;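 further: polarization taken with two DNA probes labelled with fluorescein and Texas red; potency means the concentration at half of the fitted maximal effect; % of control where 0% means no effect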
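His-tagged ERG Ets domain (1 uM in the protein solution; 300mM KCl, 50mM Tris-HCl, 1mM EDTA, 1mM DTT, pH 7.5) received compound, then a probe mix of 5 nM fluorescein-DNA and 100nM Texas-615-DNA. Fluorescence polarization was read for both dyes.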
12-LOX inh: Primary qHTS assay for inhibitors of human arachidonate 12S-lipoxygenase (ALOX12): Round 2; purified 12hLO, xylenol orange hydroperoxide absorbance; AID 1671190, 2021; 1.1% of 580,000 active; Potency, µM (series often up to 108 µM), inactives show top-dose activity change, negative = inhibition, most hits filed as inhibitors; further: potency means the concentration at half of the fitted maximal effect; on the % scale 0 is the no-effect control and ±100 the full control effect
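Purified human 12hLO at 150 nM in 25 mM Hepes, 0.01% Triton X-100, pH 7.0, preincubated 15 min at room temperature with compound. Reaction started with 40 uM arachidonic acid, 30 min at room temperature. Hydroperoxide measured by Fe-xylenol orange, 573/405 nm absorbance ratio.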
TRHR agonist: qHTS for Small Molecule Agonists and Allosteric Enhancers of Human TRH Receptor: Primary Screen for Agonists; TRHR cells, calcium flux fluo-8, FDSS agonist mode; AID 493084, 2011; activation, % at 2 µM; Thyrotropin-releasing hormone receptor (Homo sapiens), P34981; 0.18% of 360,000 active; in the data active means activation above about 30%; further: 0% is about no effect
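In this calcium-flux screen, cells bearing human TRHR are dye-loaded with fluo-8, baselined for 10 cycles, then exposed to library compounds; positive kinetic calcium responses during the agonist phase mark hits, with TRH as control.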
BLM helicase inh: qHTS Assay for Inhibitors of Bloom's syndrome helicase (BLM); RecQ-like DNA helicase BLM (Homo sapiens), P54132; recombinant BLM DNA unwinding, fluorescence dequenching; Potency, µM (titrated, usually from 56.1 µM), for inactives: at the top dose activity change, negative = inhibition, hits mostly inhibitors; 0.2% of 350,000 active;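 further: potency means the concentration at half of the fitted maximal effect; plate controls were vehicle for no effect and no enzyme for full effect; nearly all actives have a fitted effect of over 35% in size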
Apoferritin bind: qHTS Assay for Identification of Novel General Anesthetics; Ferritin light chain (Equus caballus), P02791; apoferritin/1-aminoanthracene competitive binding, fluorescence; Potency, µM (highest dose often 77.5 µM), without a hit: at the highest dose activity change, negative = displacement, hits mostly inhibitors; 0.074% of 350,000 active; AID 485281, 2010; further: potency means the concentration at half of the fitted maximal effect; on the % scale 0 is the no-effect control and ±100 the full control effect; nearly all actives have a fitted effect of over 20% in size
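Steps: apoferritin (10 uM) was premixed with half-saturated 1-AMA in PBS, compounds were pin-transferred, plates stood 10 min at room temperature, fluorescence was read at 380/535 nm, and curves were fitted with a Hill equation.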
POLI inh: qHTS for Inhibitors of Polymerase Iota; AID 588590, 2011; 1% of 390,000 active; Potency, µM (highest dose often 115 µM), inactives show top-dose activity, negative = inhibition, hits mostly inhibitors; Pol iota fluorescent replication assay, 10 min; further: potency means the concentration at half of the fitted maximal effect
Target sequence (Q9UNA4 whole entry, looked up): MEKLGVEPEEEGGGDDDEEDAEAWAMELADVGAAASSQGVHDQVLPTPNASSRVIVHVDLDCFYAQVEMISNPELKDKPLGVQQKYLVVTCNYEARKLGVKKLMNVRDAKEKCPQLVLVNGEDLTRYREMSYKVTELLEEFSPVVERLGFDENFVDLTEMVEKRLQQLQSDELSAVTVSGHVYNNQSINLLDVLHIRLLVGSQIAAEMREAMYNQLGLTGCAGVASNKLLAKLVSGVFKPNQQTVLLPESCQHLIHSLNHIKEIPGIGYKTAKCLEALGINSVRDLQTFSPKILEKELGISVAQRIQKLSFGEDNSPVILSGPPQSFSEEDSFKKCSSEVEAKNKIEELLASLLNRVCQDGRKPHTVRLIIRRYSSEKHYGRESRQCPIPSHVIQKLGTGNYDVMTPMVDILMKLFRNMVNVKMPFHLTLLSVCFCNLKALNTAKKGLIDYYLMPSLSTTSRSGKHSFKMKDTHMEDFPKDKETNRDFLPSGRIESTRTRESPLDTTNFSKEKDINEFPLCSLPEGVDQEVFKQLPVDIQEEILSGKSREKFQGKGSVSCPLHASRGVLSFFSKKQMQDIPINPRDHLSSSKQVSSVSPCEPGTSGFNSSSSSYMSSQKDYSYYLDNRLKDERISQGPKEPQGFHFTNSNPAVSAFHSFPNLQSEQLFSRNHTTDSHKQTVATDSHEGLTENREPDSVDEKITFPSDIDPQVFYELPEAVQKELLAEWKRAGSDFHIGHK
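Fluorescent replication assay read twice, at 0 min and 10 min after adding 50 nM (final) substrate. Enzyme (10 nM) and compounds were first incubated 15 min at room temperature; enzyme-free buffer wells were negative controls.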
Pol kappa inh: qHTS for Inhibitors of Polymerase Kappa | DNA polymerase kappa (Homo sapiens), Q9UBT6 | purified Pol kappa, fluorescent DNA synthesis assay, 10 min | Potency, µM (highest dose often 107 µM), for inactives: at the highest dose activity, negative = inhibition, hits mostly inhibitors | 0.53% of 400,000 active | AID 588579, 2011; further: potency means the concentration at half of the fitted maximal effect; on the % scale 0 is the no-effect control and ±100 the full control effect
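Readout: fluorescence, taken kinetically at 0 and 10 min. Conditions: 10 nM Pol kappa, 15 min RT compound preincubation, 50 nM substrate final. Controls: enzyme-free buffer wells.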
Pol beta inh: qHTS Assay for Inhibitors of DNA Polymerase Beta; Potency, µM (highest dose often 114 µM), without a hit: top-dose activity change, negative = inhibition, most hits filed as inhibitors; AID 485314, 2010; Pol beta primer extension/strand displacement, fluorescence kinetic; 1.3% of 340,000 active; further: potency means the concentration at half of the fitted maximal effect; on the % scale 0 is the no-effect control and ±100 the full control effect
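Curves were derived by four-parameter Hill fits of normalized qHTS data. The kinetic fluorescent primer-extension read was taken at 0 and 10 min after 50 nM substrate, following a 15 min room-temperature preincubation of 10 nM enzyme with compounds.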
Starred values were filed as active, the others as inactive; u = inconclusive; x = no result given; [ ] = remark or other dose. Unless noted, the call rests on the fitted dose curve; in most records, active means well fitted curve in the direction sought with a large enough effect; inconclusive means small, poorly fitted or top-dose-only effect, or another doubt; inactive means no such curve, though single readings can be large; an effect the other way counts as inactive or inconclusive. The list is partial; rates above refer to the full screens.

SMILES | APE1 inh | ERG Ets-DNA blk | 12-LOX inh | TRHR agonist | BLM helicase inh | Apoferritin bind | POLI inh | Pol kappa inh | Pol beta inh
CCCC(=O)NC(Nc1ccccc1F)C(Cl)(Cl)Cl (stereo not drawn) | 5.4% | x | x | 0.1 | -3.4% | u | x | x | 13.7%
COC(=O)c1cc(OC)c(OC)cc1NC(=O)Nc1cccc(C(C)=O)c1 | 14.4% | -0.9% | 5.9% | 0.4 | 2.4% | 0.5% | 6.9% | 8.5% | 0.1%
COc1cc2c(cc1OC)-c1cc(N3CCc4ccccc43)nc(=O)n1CC2 | 1.3% | 3.7% | 0.0% | -0.5 | 0.7% | -15.3% | 23.2% | -1.3% | u
O=C1CN(C(=O)c2cccc(Br)c2)c2ccccc2N1 | 13.3% | -1.3% | -10.9% | 0.0 | -1.4% | -12.3% | 138.1%[activator] | -19.2% | 5.0%
CC(=O)OC1C(N2CCCCC2)c2c(ccc(/C=C/C(=O)N3CCCCC3)c2O)OC1(C)C (stereo not drawn) | -6.4% | -6.0% | 4.4% | -0.5 | -2.1% | -0.4% | 46.5%[activator] | 7.7% | 1.5%
c1ccc(CN2CCOCC2)cc1 | 11.4% | x | 6.1% | 0.2 | 0.5% | -11.0% | -11.8% | -2.8% | 3.6%
O=C(CN1CCCCC1)N1c2ccccc2CCc2ccccc21 | 14.2% | 6.3% | 1.4% | 0.9 | -5.3% | -3.9% | 4.9% | -3.5% | 10.8%
Cc1ccc(C(=O)NC2CC(=O)N(c3ccc4c(c3)OCCO4)C2)cc1[N+](=O)[O-] (stereo not drawn) | 30.2% | 6.5% | -7.0% | -0.8 | x | x | -5.1% | -6.2% | x
Cc1ccc(C(=O)Nc2nc3nc(C)cc(=O)n3[nH]2)cc1 | x | 3.1% | 0.0% | 0.4 | 4.6% | 0.9% | -5.6% | -11.0% | 12.8%
COc1ccc(C2CC(c3cccc(C(F)(F)F)c3)=NN2c2ccc(S(N)(=O)=O)cc2)cc1 (stereo not drawn) | -2.6% | -6.7% | -49.1% | x | x | x | 38.4%[activator] | -9.8% | x
Cc1ccc(S(=O)(=O)Nc2ccc(N3CCOCC3)nc2)cc1 | -0.5% | -20.0% | -26.9% | -0.1 | -19.1% | -15.5% | 122.6%[activator] | -6.8% | 4.6%
Cc1ccc(CSCC(=O)NCc2ccco2)cc1 | -1.6% | 1.9% | -9.2% | 0.2 | -13.1% | -9.1% | 28.1% | -10.7% | -8.9%
Cc1ccc(S(=O)(=O)N2CC(O)C2)cc1 | 37.9% | 10.7% | 6.1% | 0.1 | x | x | 1.6% | 2.6% | x
CC(=O)N/C(=C/c1ccc2c(c1)OCO2)C(=O)Nc1ccccc1 | 2.6% | -7.0% | 0.8% | 0.1 | 6.0% | -1.6% | 37.4%[activator] | 1.0% | 29.2%
CCCCNC(=O)C(Sc1ccccc1)c1ccccc1 (stereo not drawn) | 20.9% | -10.3% | -10.0% | -1.0 | 0.6% | 7.1% | 2.4% | -13.3% | -1.9%

2 entries picked at random from those above:
SMILES | APE1 inh | ERG Ets-DNA blk | 12-LOX inh | TRHR agonist | BLM helicase inh | Apoferritin bind | POLI inh | Pol kappa inh | Pol beta inh
CC(=O)N/C(=C/c1ccc2c(c1)OCO2)C(=O)Nc1ccccc1 | 2.6% | -7.0% | 0.8% | 0.1 | 6.0% | -1.6% | 37.4%[activator] | 1.0% | 29.2%
CC(=O)OC1C(N2CCCCC2)c2c(ccc(/C=C/C(=O)N3CCCCC3)c2O)OC1(C)C (stereo not drawn) | -6.4% | -6.0% | 4.4% | -0.5 | -2.1% | -0.4% | 46.5%[activator] | 7.7% | 1.5%

Next structures.
SMILES | APE1 inh | ERG Ets-DNA blk | 12-LOX inh | TRHR agonist | BLM helicase inh | Apoferritin bind | POLI inh | Pol kappa inh | Pol beta inh
CCOc1cc(/C=N/NC(=O)c2cc(C)[nH]n2)ccc1OC(=O)c1ccc([N+](=O)[O-])cc1 | 2.0% | x | x | 0.1 | -5.6% | -5.7% | x | x | -6.0%
CN(C(=O)COC(=O)C1=COCCO1)c1c(N)n(Cc2ccccc2)c(=O)[nH]c1=O | 10.9% | -1.2% | 29.2% | 0.4 | x | x | 100.8%[activator] | -14.6% | x
COC(=O)c1cc(OC(=O)CCc2ccc(OC)c(OC)c2)cc(C(=O)OC)c1 | 7.9% | -6.5% | u | 0.1 | -3.6% | -14.4% | 38.9%[activator] | -8.4% | -20.8%
O=C(CNS(=O)(=O)c1cccs1)N1CCN(c2cccc(C(F)(F)F)c2)CC1 | x | -0.2% | -21.8% | -0.3 | -3.4% | u | 11.9% | -3.6%[60.1 µM] | 5.1%
CSCC[C@H](NC(=O)Nc1ccc(C)cc1)C(=O)O | 2.5% | x | -22.0% | -0.4 | -3.9% | -14.0% | -4.9% | -7.0% | -17.3%
O=C(OCc1cncs1)c1cccs1 | 20.2% | 0.8% | 0.0% | 0.6 | -0.7% | -14.0% | -18.5% | -4.1% | 15.5%
CCO[C@H]1OC(C(=O)N2CCN(Cc3ccc4c(c3)OCO4)CC2)=C[C@@H](c2csc3ccccc23)[C@@H]1CCCO | -1.9% | -0.7% | -6.2% | 0.5 | -10.3% | 40.8%[activator] | 30.8%[activator] | -5.5% | -2.9%
CC(C)(C)C(=O)Nc1sc2c(c1C(=O)Nc1ccccn1)CCCC2 | -3.0% | 3.7% | -0.5% | 0.6 | -2.2% | -3.4% | 76.2%[activator] | 3.6% | 4.5%
Cc1ccc(C(O)(CCN2CCCCC2)c2ccccc2)cc1 (stereo not drawn) | 21.3% | -14.0% | -11.3% | 0.3 | -1.2% | 0.1% | -3.9% | 2.4% | 14.0%
CC1(C)CC2(CCO1)C(Nc1ccccc1)=NC(=S)N2CC(N)=O (stereo not drawn) | 1.5% | -18.5% | u | -0.3 | -2.5% | 0.7% | -9.6% | -16.0% | -20.3%
O=C(CSc1nc(=O)n(CCCN2CCOCC2)c2c1CCCC2)Nc1ccc(F)cc1F | 38.4% | -1.9% | 9.1% | -0.3 | x | x | 81.8%[activator] | 1.7% | x
CC(C)c1ccc(NC(=O)N2c3ccccc3Sc3ccccc32)cc1 | x | 1.8% | -14.1% | 0.3 | -0.7% | 0.2% | u | -28.1% | -0.8%
CCCC(=O)NC(=S)Nc1ccc(NC(=O)c2cccs2)cc1 | -3.1% | 2.6% | 0.0% | 0.1 | -6.4% | -10.5% | 15.6% | -0.1% | 2.3%
O=C(N/C(=C/c1cccnc1)C(=O)N1CCCCCC1)c1cccc(Br)c1 | 8.5% | 4.1% | 3.4% | -0.7 | -8.7% | -2.2% | 24.2% | -1.1% | 23.3%
COc1ccc(NC(=O)CNS(=O)(=O)c2ccccc2)cc1Cl | 6.9% | -12.0% | -19.0% | -0.6 | -2.7% | -4.6% | 21.0% | 1.0% | 0.6%
CCOc1ccccc1C(=O)NC(C(=O)N(C)Cc1ccc2c(c1)OCO2)C(C)C (stereo not drawn) | 12.1% | x | -14.7% | -0.4 | x | x | 20.3% | -7.4% | x
O=C(CC1N=C2c3ccccc3N=C(SCc3ccc(F)cc3)N2C1=O)NCc1ccc2c(c1)OCO2 (stereo not drawn) | x | -4.2% | u | 0.3 | 3.3% | -20.9% | 10.5% | -3.0%[60.1 µM] | 1.9%
CC(=O)Nc1ccc(S(=O)(=O)NC2CC2)cc1 | -12.7% | -8.5% | 48.1%[activator] | 0.5 | 1.4% | -3.9% | 25.5% | 1.6% | -8.9%
O=C(Nc1ccc([N+](=O)[O-])cc1)N1CCN(C(=O)C2CCCO2)CC1 (stereo not drawn) | 7.6% | 2.7% | 6.1% | 1.1 | -1.1% | -5.1% | 25.1% | -15.8% | 6.4%
O=C1C=C(c2cccc(Cl)c2O)C[C@@H](c2ccc3c(c2)OCO3)C1 | 11.8% | 13.4% | u | 4.3 | x | x | 11.6% | -6.0% | x
CCOC(=O)c1c(S(=O)(=O)NCC2CCN(CCc3cccs3)CC2)c(C)n(C)c1C | 11.3% | 8.1% | 13.6% | 0.0 | 0.5% | -5.8% | u | 10.1% | 2.5%
CC(C)N1C(=S)N(Cc2ccco2)C(=O)C1CC(=O)Nc1ccccc1 (stereo not drawn) | -1.1% | -3.1% | u | 1.6 | 2.4% | -18.8% | 24.7% | -3.9% | 15.0%
CN(C(=O)CSc1nnc(-c2ccccc2)o1)c1c(N)n(Cc2ccccc2)c(=O)[nH]c1=O | 2.8% | 10.1% | u | -0.2 | -0.4% | -2.0% | 80.1%[activator] | 1.1% | -3.3%
O=C(N/N=C/c1ccccn1)c1ccc(NC(=O)c2ccc(F)cc2)cc1 | 19.8% | 6.8% | 15.8% | -0.5 | -1.0% | -3.6% | u | -5.0% | 7.7%
CSC1=NCCN1C(=O)COc1ccccc1 | -0.9% | -5.4% | 4.3% | 0.8 | -1.3% | -8.9% | 4.7% | 2.3% | 20.0%
CCOc1ccc(/C=C/C(O)=C2/C(=O)NC3(C)CC2c2ccccc2O3)cc1OC (stereo not drawn) | 15.2% | -1.6% | -16.4% | 0.7 | -7.7% | -14.8% | 33.7%[activator] | -1.9% | 25.6%
c1ccc(-c2nnc(-c3ccccc3)o2)cc1 | -0.5% | -1.2% | 317.5%[activator] | -0.3 | -3.4% | -11.1% | 9.9% | 1.5% | -10.2%
